Screening results deposited in PubChem BioAssay by The Scripps Research Institute Molecular Screening Center.
PAD4 FP inh: human PAD4 inhibitors, primary screen, biochemical, fluorescence polarization, 1536-well format; 0.41% of 330,000 active; AID 485272, 2010; inhibition, % at 6.36 µM; recombinant PAD4, RCA probe fluorescence polarization; Protein-arginine deiminase type-4 (Homo sapiens), Q9UM07;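 active = percent inhibition above a cutoff equal to the mean of all tested compounds plus 3 SD, cut at about 15% in these data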;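 also: 0% = PAD4 with RCA probe and DMSO and 100% = probe without PAD4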
LYPLA1 counter: LYPLA1 inhibitors, primary screen, counter-screen for PME1 inhibitor project, biochemical, fluorescence polarization, FP-Rh probe ABPP; Acyl-protein thioesterase 1 (Homo sapiens), O75608; recombinant LYPLA1; inhibition, % at 5.9 µM; 0.16% of 320,000 active; AID 2174, 2009;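 active = inhibition above the mean of all tested compounds plus 3 SD, set per campaign, cut at about 14% in these data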;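 also: inhibitors block serine hydrolase probe labeling of LYPLA1 so polarization falls; 0% = enzyme with DMSO and 100% = wells lacking LYPLA1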
ZTA DNA inh: blocks Epstein-Barr virus ZTA, an EBNA-1 counter-screen | P03206 | ZTA-DNA binding, fluorescence polarization | inhibition, % at 11 µM | 0.15% of 320,000 active | AID 2234; in the data active = inhibition above about 33%
EBNA-1 inhibitor: EBNA-1 DNA-binding inhibitors, primary screen, biochemical, fluorescence polarization; 0.34% of 300,000 active; inhibition, % at 14.8 µM; in the data active = inhibition above about 28%
LYPLA2 counter: LYPLA2 inhibitors, primary screen, counter-screen for PME1 inhibitor project, biochemical, fluorescence polarization, FP-Rh probe ABPP | Acyl-protein thioesterase 2 (Homo sapiens), O95372 | 0.38% of 320,000 active | recombinant LYPLA2 | AID 2177, 2009 | inhibition, % at 5.9 µM;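 active = inhibition above the screen-wide mean plus 3 SD, limit set per campaign, cut at about 26% in these data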;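 also: 0% = LYPLA2 with DMSO and 100% = wells lacking LYPLA2 enzyme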
GSTO1 counter: inhibitors of recombinant GSTO1, primary screen, counter-screen for RBBP9 inhibitor project, biochemical, fluorescence polarization; 1.1% of 300,000 active; AID 1974, 2009; inhibition, % at 5.96 µM; activity-based probe fluorescence polarization; Glutathione S-transferase omega-1 (Homo sapiens), P78417;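 active = inhibition above the campaign mean inhibition plus 3 SD, cut at about 35% in these data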;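 also: 0% = GSTO1-1 with DMSO and 100% = wells lacking GSTO1-1 enzyme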
Target sequence (P78417 whole entry, looked up): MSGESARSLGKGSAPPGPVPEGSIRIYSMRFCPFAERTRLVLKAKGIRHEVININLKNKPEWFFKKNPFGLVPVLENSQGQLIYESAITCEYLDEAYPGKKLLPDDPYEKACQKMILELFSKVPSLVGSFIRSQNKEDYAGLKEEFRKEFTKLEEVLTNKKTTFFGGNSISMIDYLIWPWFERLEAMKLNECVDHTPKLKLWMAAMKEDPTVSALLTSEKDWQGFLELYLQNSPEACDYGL
PAFAH1B3 FP inh: PAFAH1B3 enzyme inhibitors, primary screen, biochemical, fluorescence polarization, human; Platelet-activating factor acetylhydrolase IB subunit alpha1 (Homo sapiens), Q15102; recombinant PAFAH1B3, FP-rhodamine probe; 0.28% of 340,000 active; inhibition, % at 3.39 µM;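 active = inhibition above the screen-wide average of all tested compounds plus 3 SD, cut at about 25% in these data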;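 also: 0% = enzyme with DMSO only and 100% = wells lacking PAFAH1B3 protein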
PAFAH2 inh: PAFAH2 enzyme inhibitors, primary screen, biochemical, fluorescence polarization, human; Platelet-activating factor acetylhydrolase 2, cytoplasmic (Homo sapiens), Q99487; recombinant PAFAH2, FP-rhodamine activity probe; inhibition, % at 3.39 µM; 0.99% of 340,000 active;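 active = inhibition above the mean over all tested compounds plus 3 SD, cut at about 30% in these data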;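 also: inhibitors block probe labeling of enzyme so polarization drops; 0% = enzyme with DMSO and 100% = wells lacking PAFAH2 protein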
PREPL inh: PREPL enzyme inhibitors, primary screen, biochemical, fluorescence polarization | Prolyl endopeptidase-like (Homo sapiens), Q4J6C6 | recombinant PREPL, fluorescence polarization activity-based probe | inhibition, % at 5.96 µM | 0.68% of 320,000 active; in the data active = inhibition above about 43%;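 also: 0% = enzyme with DMSO and 100% = wells lacking enzyme; many of its hits are not listed in these tables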
Target sequence (Q4J6C6 whole entry, looked up): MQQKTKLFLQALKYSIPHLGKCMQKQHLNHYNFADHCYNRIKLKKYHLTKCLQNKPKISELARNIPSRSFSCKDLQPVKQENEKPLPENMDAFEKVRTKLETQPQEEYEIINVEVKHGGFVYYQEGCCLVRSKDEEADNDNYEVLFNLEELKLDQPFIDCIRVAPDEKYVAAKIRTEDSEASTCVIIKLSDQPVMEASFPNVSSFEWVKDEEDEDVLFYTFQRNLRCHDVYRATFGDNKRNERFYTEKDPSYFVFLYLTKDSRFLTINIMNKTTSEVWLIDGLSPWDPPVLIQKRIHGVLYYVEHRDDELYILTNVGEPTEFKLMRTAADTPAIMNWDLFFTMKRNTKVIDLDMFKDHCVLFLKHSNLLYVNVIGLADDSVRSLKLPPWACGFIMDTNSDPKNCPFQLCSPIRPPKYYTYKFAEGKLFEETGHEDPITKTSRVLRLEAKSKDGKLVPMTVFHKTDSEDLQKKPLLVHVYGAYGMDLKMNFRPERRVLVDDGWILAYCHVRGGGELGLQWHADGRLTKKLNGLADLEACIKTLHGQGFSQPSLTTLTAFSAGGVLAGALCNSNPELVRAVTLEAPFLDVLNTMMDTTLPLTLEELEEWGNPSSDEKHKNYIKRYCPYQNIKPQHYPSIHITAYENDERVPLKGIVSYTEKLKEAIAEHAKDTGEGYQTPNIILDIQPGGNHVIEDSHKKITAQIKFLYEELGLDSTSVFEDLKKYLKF
* hit, by the source's call; . = not tested or not shown. This is a subset, so the mix of outcomes need not match the whole.

SMILES | PAD4 FP inh | LYPLA1 counter | ZTA DNA inh | EBNA-1 inhibitor | LYPLA2 counter | GSTO1 counter | PAFAH1B3 FP inh | PAFAH2 inh | PREPL inh
O=C(Cn1ncc2c(=O)oc3ccccc3c21)NCC1COc2ccccc2O1 (stereo not drawn) | 6 | 3 | 14 | -4 | -3 | 1 | 7 | 1 | -40
N#Cc1ccc(OCC(=O)N2CCN(S(=O)(=O)c3ccc(Cl)s3)CC2)cc1 | 2 | -2 | 10 | . | 4 | . | 6 | 6 | 9
Cc1cccc(N2C(=O)C3C4C=CC(C4)C3C2=O)c1 (stereo not drawn) | 1 | 3 | -15 | 10 | 5 | 6 | -1 | -4 | 8
Cc1c(Cl)cccc1NC(=S)N1CCN(Cc2ccc3c(c2)OCO3)CC1 | 2 | 0 | -4 | 4 | 4 | -3 | 1 | 2 | 25
CC(C)CCNC(=O)c1cc2c(s1)-c1ccccc1S(=O)(=O)C2 | 4 | 0 | 13 | -5 | 3 | 4 | 11 | 1 | -1
Cc1ccc(Cn2c(O)c(N=O)c3ccccc32)cc1 | 0 | -8 | -36 | 1 | -11 | 4 | -14 | -23 | 2
O=C(c1ccc(OC2CCN(CCc3ccccc3)CC2)cc1)N1CCCC1 | 0 | 0 | -5 | 4 | 18 | 2 | -4 | -4 | 9
N#Cc1ccccc1OCC(=O)N(C1CCCCC1)C1CCS(=O)(=O)C1 (stereo not drawn) | -2 | 0 | 0 | -3 | 2 | 6 | -1 | 4 | 1
COc1cc([N+](=O)[O-])ccc1NC(=O)CSc1nccn1C | 2 | 1 | -10 | 7 | 8 | -5 | 4 | 7 | 9
COC(=O)Cn1cc(C(=O)c2cccs2)c2ccccc21 | -4 | 0 | 6 | 0 | -1 | 1 | 6 | 1 | -6
CC(C)(C)C1CCC(=O)N(CCC#N)CC1 (stereo not drawn) | 1 | -3 | 0 | 1 | -2 | 0 | 7 | -6 | 4
Cc1nn(-c2ccccc2)c(C)c1/C=N/NC(=O)c1cc(C23CC4CC(CC(C4)C2)C3)[nH]n1 | -2 | -20 | 5 | -1 | -26 | -29 | -1 | -15 | 3
Cc1csc(N(C(=O)CCNC(=O)c2ccc([N+](=O)[O-])cc2)c2ccccc2)n1 | -1 | -4 | -15 | 2 | 3 | -1 | 1 | 7 | 29
O=C(NCCc1ccc(Cl)cc1)C1CCN(S(=O)(=O)c2ccc(Br)s2)CC1 | 2 | -3 | 11 | 5 | 2 | 8 | 9 | 6 | -44
COCCCNC(=O)/C(C#N)=C/c1cccc(NC(=O)c2ccccc2Cl)c1 | -5 | -2 | -6 | -1 | 8 | -3 | -6 | -7 | -2
CCOC(=O)NC(Nc1ccc(S(N)(=O)=O)cc1)(C(=O)OCC)C(F)(F)F (stereo not drawn) | 1 | 1 | -9 | 5 | 2 | -2 | 1 | 0 | -13
Cc1cc(OCC(=O)OCC(=O)NCC2CCCO2)ccc1Cl (stereo not drawn) | 1 | -3 | -4 | . | -2 | . | 2 | -3 | 16
O=C(NCCOc1ccccc1)C1CCC(=O)N(CCCN2CCOCC2)C1 (stereo not drawn) | 3 | -1 | -14 | 2 | 5 | 8 | -6 | 2 | 5
Cc1cccc(N2CC(O)(c3cccs3)[N+]3=C2CCCC3)c1 (stereo not drawn) | -1 | 3 | 10 | 6 | 5 | 4 | 7 | 4 | -3
CCOc1ccc2nc(N/C(N)=N/S(C)(=O)=O)nc(C)c2c1 | 5 | 1 | -12 | 4 | 7 | 11 | 7 | -4 | 12
CCCCCN(C(=O)CCC(=O)OCC(=O)N1CCCCC1)c1c(N)n(CCCC)c(=O)[nH]c1=O | 2 | 0 | 8 | 8 | -1 | -5 | 4 | 1 | 6
COc1cccc(CNC(=O)CN(c2cc(C)cc(C)c2)S(=O)(=O)c2c(C)noc2C)c1 | 5 | -4 | -1 | 5 | -1 | 1 | 7 | -3 | -7
COc1ccccc1NC(=O)CSC1=NC(=O)C(Cc2ccccc2)C(=O)N1 (stereo not drawn) | 5 | -1 | 6 | 6 | -2 | 10 | 11 | -4 | 5
C/C=C1\COC(C(=O)NCc2ccccc2)(C(F)(F)F)C=C1C=C1CCCCC1 (stereo not drawn) | 0 | -1 | 8 | -13 | -2 | 6 | 0 | -3 | -8
O[C@@H](c1cc(C(F)(F)F)nc2c(C(F)(F)F)cccc12)[C@H]1CCCCN1 | -2 | 0 | 3 | 3 | -2 | 4 | 6 | -2 | -1
Cc1ccc(SCc2c(C(=O)N/N=C/c3cccnc3)nnn2-c2nonc2N)cc1 | 2 | -2 | -18 | -11 | -6 | 2 | 3 | -2 | -5
O=C(Nc1ccccn1)c1cccc(S(=O)(=O)N2CCOCC2)c1 | -2 | 6 | 6 | 1 | 9 | 5 | 5 | 0 | 9
CCOc1ccc(NC(=O)C(CC)n2nc(C)c3c(C)n(-c4ccccc4)nc3c2=O)cc1 (stereo not drawn) | -1 | 0 | 8 | 7 | -3 | 6 | 3 | 12 | 1
CCCc1cc(C(=O)N2CCN(C(c3ccccc3)c3ccccc3)CC2)no1 | 2 | 0 | 4 | 8 | 2 | 2 | 2 | 7 | -1
COc1ccc(S(=O)(=O)N2CCOCC2)cc1Cl | -3 | 0 | 6 | 15 | 6 | 3 | 11 | 6 | -2
Cc1cccc(C)c1OC(=O)CN(c1ccc(Cl)cc1)S(C)(=O)=O | 2 | -1 | 8 | 10 | -3 | -10 | 3 | -6 | -6
Cc1csc(NC(=O)Nc2cccc(Cl)c2)n1 | 4 | -8 | 5 | 8 | -10 | -9 | 3 | 10 | -9
Cc1ccc(CN2CC(C(=O)Nc3nnc(SCc4c(Cl)cccc4Cl)s3)CC2=O)cc1 (stereo not drawn) | -1 | -11 | -13 | -3 | -1 | -17 | -2 | 22 | -12
CCOC(=O)N1CCN(C(=O)Nc2ccc(NC(=O)N3CCN(C(=O)OCC)CC3)cc2)CC1 | 0 | 1 | 2 | 13 | 4 | 3 | 11 | 3 | -2
CC(=O)N1CCN(c2ccc(NC(=O)c3cccc(Cl)c3)cc2)CC1 | -6 | 0 | 7 | 12 | 2 | 6 | 2 | 3 | 7
O=C(OCCOc1ccc(Br)cc1)c1ccc(Cl)c(S(=O)(=O)N2CCOCC2)c1 | 0 | -2 | 25 | 16 | -4 | -2 | -8 | 3 | 25
O=C(CCc1ccc(S(=O)(=O)N2CCOCC2)cc1)Nc1ccc(N2CCOCC2)cc1 | 3 | 1 | -9 | 7 | -2 | 4 | 9 | 1 | -2
COc1ccccc1-c1nnc(Sc2nc([N+](=O)[O-])nn2C)o1 | 5 | 1 | 7 | 11 | -4 | -2 | 14 | 5 | 3
CC(=O)Nc1cccc(C(=O)NC(C)c2ccc(-n3ccnc3)cc2)c1 (stereo not drawn) | -1 | 0 | -14 | -9 | -4 | 4 | 10 | 8 | 9
O=C(COC(=O)c1ccccc1O)NC12CC3CC(CC(C3)C1)C2 | -2 | . | . | . | . | . | 8 | 68* | 12
O=C1CC(=O)C(n2cncn2)C(c2cccc(Cl)c2)C1 (stereo not drawn) | -2 | 4 | -1 | 3 | -1 | 4 | -4 | -5 | -11
CCN1CCN(c2ccc(S(=O)(=O)N3CCCCC3)cc2NC(=O)COc2ccc(Cl)cc2)CC1 | -4 | 2 | -18 | -8 | -4 | -4 | -1 | 7 | 16
O=C(Nc1nnc(-c2ccccc2)s1)c1cccc(S(=O)(=O)N2CCOCC2)c1 | -1 | 1 | -3 | 7 | 3 | -2 | 3 | 1 | 7
O=S(=O)(Nc1nc2c(s1)CCCC2)c1ccc2ccccc2c1 | -7 | 2 | 1 | 3 | 9 | 15 | 0 | 7 | -21
CC1(c2ccccc2Cl)NC(=O)N(CC(=O)Nc2ccc(N3CCCCC3)cc2)C1=O (stereo not drawn) | 0 | -3 | -12 | -13 | -4 | 11 | 8 | 0 | 0
COc1ccc(-c2cc(C(=O)NCc3ccco3)no2)cc1OC | 0 | 0 | -4 | 4 | 6 | 6 | 11 | 3 | -9
CCOC(=O)C1=C(Nc2ccc(OC)cc2)OCC1=O | 0 | -2 | -17 | 2 | -4 | 8 | 3 | 1 | 2
Cc1ccc(NC(=O)CSc2ccc(S(=O)(=O)N3CCCC3)cn2)cc1F | -3 | -5 | -2 | . | -4 | . | 1 | 1 | 1

Nothing new here: 10 of the compounds above.
SMILES | PAD4 FP inh | LYPLA1 counter | ZTA DNA inh | EBNA-1 inhibitor | LYPLA2 counter | GSTO1 counter | PAFAH1B3 FP inh | PAFAH2 inh | PREPL inh
CC(=O)Nc1cccc(C(=O)NC(C)c2ccc(-n3ccnc3)cc2)c1 (stereo not drawn) | -1 | 0 | -14 | -9 | -4 | 4 | 10 | 8 | 9
O=C(COC(=O)c1ccccc1O)NC12CC3CC(CC(C3)C1)C2 | -2 | . | . | . | . | . | 8 | 68* | 12
O=C1CC(=O)C(n2cncn2)C(c2cccc(Cl)c2)C1 (stereo not drawn) | -2 | 4 | -1 | 3 | -1 | 4 | -4 | -5 | -11
CCN1CCN(c2ccc(S(=O)(=O)N3CCCCC3)cc2NC(=O)COc2ccc(Cl)cc2)CC1 | -4 | 2 | -18 | -8 | -4 | -4 | -1 | 7 | 16
O=C(Nc1nnc(-c2ccccc2)s1)c1cccc(S(=O)(=O)N2CCOCC2)c1 | -1 | 1 | -3 | 7 | 3 | -2 | 3 | 1 | 7
O=S(=O)(Nc1nc2c(s1)CCCC2)c1ccc2ccccc2c1 | -7 | 2 | 1 | 3 | 9 | 15 | 0 | 7 | -21
CC1(c2ccccc2Cl)NC(=O)N(CC(=O)Nc2ccc(N3CCCCC3)cc2)C1=O (stereo not drawn) | 0 | -3 | -12 | -13 | -4 | 11 | 8 | 0 | 0
COc1ccc(-c2cc(C(=O)NCc3ccco3)no2)cc1OC | 0 | 0 | -4 | 4 | 6 | 6 | 11 | 3 | -9
CCOC(=O)C1=C(Nc2ccc(OC)cc2)OCC1=O | 0 | -2 | -17 | 2 | -4 | 8 | 3 | 1 | 2
Cc1ccc(NC(=O)CSc2ccc(S(=O)(=O)N3CCCC3)cn2)cc1F | -3 | -5 | -2 | . | -4 | . | 1 | 1 | 1
